# Bioassay records deposited in PubChem by several laboratories.
# BaF3 tox: reduces parental Ba/F3 cell viability, JAK2V617F counter-screen. CellTiter-Glo ATP luminescence. inhibition, % at 5.6 µM. 1.1% of 220,000 active;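 active means inhibition above a per-campaign cutoff, the mean inhibition of all tested compounds plus 3 SD, cut at about 27% in these data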;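 further: 0% = DMSO wells and 100% = JAK Inhibitor I control wells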
# S1P4 ag: human S1P4 receptor agonism | O95977 | S1P4-expressing cell line, agonist reporter assay | activation, % at 4.98 µM | 0.35% of 220,000 active | AID 1509; in the data active means activation above about 11%;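 further: 0% = DMSO vehicle and 100% = reference agonist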
# Target sequence (O95977 whole entry, looked up): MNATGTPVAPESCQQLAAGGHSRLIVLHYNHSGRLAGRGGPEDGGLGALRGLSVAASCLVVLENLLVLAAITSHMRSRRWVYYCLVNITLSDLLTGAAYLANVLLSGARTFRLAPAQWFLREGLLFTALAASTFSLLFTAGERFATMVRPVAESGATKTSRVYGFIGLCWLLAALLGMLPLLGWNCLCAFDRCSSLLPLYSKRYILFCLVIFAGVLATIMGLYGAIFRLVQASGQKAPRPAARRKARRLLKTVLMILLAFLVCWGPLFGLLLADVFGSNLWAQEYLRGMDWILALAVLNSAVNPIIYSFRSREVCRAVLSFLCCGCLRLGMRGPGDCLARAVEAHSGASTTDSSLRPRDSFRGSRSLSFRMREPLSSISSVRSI
# Ba/F3 V617F tox: lowers viability of Ba/F3 cells expressing EpoR and JAK2V617F | inhibition, % at 5.6 µM | ATP luminescence | 1.1% of 220,000 active;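 active means inhibition above the campaign mean plus 3 SD over all tested compounds, cut at about 24% in these data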;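 further: cytokine-independent growth of Ba/F3 cells driven by EpoR plus mutant JAK2; 0% = DMSO-treated cells and 100% = JAK inhibitor I control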
# S1P4 antagonist: blocks the human S1P4 receptor. S1P4-expressing cells, antagonist mode, reporter read-out. inhibition, % at 4.98 µM. AID 1510. O95977. 0.26% of 220,000 active; in the data active means inhibition above about 29%;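 further: 0% = wells stimulated with agonist and 100% = vehicle wells without agonist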
# NPY-Y1 PAM-ag: potentiates or activates human NPY-Y1 receptor; P25929; NPY-Y1 expressing cells, potentiator/agonist activation; activation, % at 3.6 µM; 0.37% of 220,000 active; AID 1304; in the data active means activation above about 33%, passing the limit was not always enough;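 further: cells stimulated with NPY at EC10 then isoproterenol at EC100; 0% = low agonist plus stimulus and 100% = saturating agonist plus stimulus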
# NPY Y1 blocker: blocks the human neuropeptide Y Y1 receptor. HEK293-CNG Y1 cells, membrane potential fluorescence; NPY at EC95, then isoproterenol. inhibition, % at 3.6 µM. 1% of 200,000 active. AID 1040;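 active means inhibition above the campaign mean inhibition of all tested compounds plus 3 SD, cut at about 20% in these data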;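 further: 0% = DMSO wells given NPY plus isoproterenol and 100% = isoproterenol alone without NPY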
#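 System: HEK293 cells with Y1 receptor plus CNG channel / Probe or stimulus: NPY 25 nM then isoproterenol 1 µM plus Ro 20-1724 25 µM / Compound: one concentration, 3.6 µM, in 0.4% DMSO / Schedule: compound incubation 1 h at room temperature, readout 45 min post-stimulation / Measured by: membrane potential fluorescence / Read-out: % inhibition of NPY effect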
# RBBP9 inhibitor: blocks human serine hydrolase RBBP9 | O75884 | recombinant RBBP9, FP-Rh probe fluorescence polarization | inhibition, % at 7.94 µM | 0.2% of 220,000 active;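 active means inhibition above the campaign mean of all tested compounds plus 3 SD, cut at about 14% in these data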;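 further: plate controls were DMSO wells with RBBP9 for no effect and wells lacking RBBP9 protein for full effect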
# Target sequence (O75884 whole entry, looked up): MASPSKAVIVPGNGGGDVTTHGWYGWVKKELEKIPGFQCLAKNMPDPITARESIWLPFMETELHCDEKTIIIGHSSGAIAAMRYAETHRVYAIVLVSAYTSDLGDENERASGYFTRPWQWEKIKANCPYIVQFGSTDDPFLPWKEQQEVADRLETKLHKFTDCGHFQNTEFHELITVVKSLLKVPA
#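 Assay system: recombinant human RBBP9; Reagent: Serine-hydrolase probe FP-Rh, 375 nM pre-mixing; Doses: 7.94 µM single dose, 0.794% DMSO; Incubation: 30 min then 45 min, 25 °C; Detection: fluorescence polarization (mP), excitation 525 nm, emission 598 nm; Evaluation: percent inhibition from mP, scaled between DMSO and no-protein wells.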
# Runt-CBFb FRET: inhibitors of human RUNX1 Runt domain binding to CBFb; Cerulean-Runt/Venus-CBFb FRET ratio 530/480, 1 h; inhibition, % at 20 µM; 0.46% of 220,000 active; Q01196+Q13951;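 active means inhibition over about 50% at 20 µM in the single-dose screen, limit read from the data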;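 further: 0% = DMSO wells and 100% = excess unlabeled CBFb competitor control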
#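 Assay system: Cerulean-Runt domain / Medium: Tris 50 mM pH 7.5, KCl, K2SO4, 0.01% BSA / Timing: protein complex preformed 1 h, compound exposure 1 h, room temperature, dark / Measured by: FRET, excitation 422 nm, emission at 530 and 480 nm / Evaluation: loss of energy transfer signal / Control set: 5 µM unlabeled CBFb as full-inhibition high control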
# NPY2 pot ag: potentiates or activates human NPY-Y2 receptor; 0.45% of 220,000 active; cells expressing NPY-Y2, potentiator/agonist read-out; activation, % at 3.6 µM; in the data active means activation above about 27%;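 further: cells stimulated with NPY near EC25 plus isoproterenol at EC100; 0% = vehicle plus submaximal agonist and 100% = vehicle plus saturating agonist; some results beyond the cut were filed as inactive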
# Target sequence (P49146 whole entry, looked up): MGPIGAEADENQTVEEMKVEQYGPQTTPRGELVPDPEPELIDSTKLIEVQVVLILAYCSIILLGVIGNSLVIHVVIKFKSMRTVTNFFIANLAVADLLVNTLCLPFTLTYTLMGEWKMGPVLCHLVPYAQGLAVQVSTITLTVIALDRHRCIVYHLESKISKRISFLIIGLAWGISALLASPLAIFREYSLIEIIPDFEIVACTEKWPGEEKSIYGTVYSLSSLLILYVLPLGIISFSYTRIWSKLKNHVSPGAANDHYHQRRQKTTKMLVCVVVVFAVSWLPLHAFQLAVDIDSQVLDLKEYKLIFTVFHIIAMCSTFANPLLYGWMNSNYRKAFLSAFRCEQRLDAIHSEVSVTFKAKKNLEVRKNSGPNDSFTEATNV
# * hit, by the source's call; / = not tested or not shown.
# Sample of the layout, seven compounds:
# Every second line gives: BaF3 tox	S1P4 ag	Ba/F3 V617F tox	S1P4 antagonist	NPY-Y1 PAM-ag	NPY Y1 blocker	RBBP9 inhibitor	Runt-CBFb FRET	NPY2 pot ag
[1] CCC(Sc1n[nH]c(=O)[nH]c1=O)C(=O)OCc1ccccc1 (centres undefined)
 : 7	0.6	2	-3	-14	2	2	-1	-16
[2] CCS(=O)(=O)n1nc(-c2ccc(OC)cc2)nc1N
 : 1	-0.2	-4	-4	15	-4	-4	-2	10
[3] COc1cc(C(=O)NCc2ccc(F)cc2)cc(Cl)c1OC
 : 2	1.7	-3	-16	0	-9	-4	-1	-3
[4] CCOC(=O)/C=C1\SCC(=O)N1CC(=O)Nc1cccc(F)c1
 : 3	-0.8	-5	-12	-2	-2	-1	-2	19
[5] C/C(=N\Nc1ccc(Cl)cc1)c1ccccn1
 : 3	-4.0	-1	9	25	2	-4	3	13
[6] CCOC(=O)CNC(=O)CSc1nnc(NC(=O)c2ccccc2Cl)s1
 : -6	-1.7	0	-4	0	2	-2	3	0
[7] O=C(CCCCn1c(=O)[nH]c2ccccc2c1=O)NCCc1c[nH]c2ccccc12
 : 5	0.0	1	-2	0	7	-9	0	-6

# The list itself (from the top)
# Every second line gives: BaF3 tox	S1P4 ag	Ba/F3 V617F tox	S1P4 antagonist	NPY-Y1 PAM-ag	NPY Y1 blocker	RBBP9 inhibitor	Runt-CBFb FRET	NPY2 pot ag
[1] CCC(Sc1n[nH]c(=O)[nH]c1=O)C(=O)OCc1ccccc1 (centres undefined)
 : 7	0.6	2	-3	-14	2	2	-1	-16
[2] CCS(=O)(=O)n1nc(-c2ccc(OC)cc2)nc1N
 : 1	-0.2	-4	-4	15	-4	-4	-2	10
[3] COc1cc(C(=O)NCc2ccc(F)cc2)cc(Cl)c1OC
 : 2	1.7	-3	-16	0	-9	-4	-1	-3
[4] CCOC(=O)/C=C1\SCC(=O)N1CC(=O)Nc1cccc(F)c1
 : 3	-0.8	-5	-12	-2	-2	-1	-2	19
[5] C/C(=N\Nc1ccc(Cl)cc1)c1ccccn1
 : 3	-4.0	-1	9	25	2	-4	3	13
[6] CCOC(=O)CNC(=O)CSc1nnc(NC(=O)c2ccccc2Cl)s1
 : -6	-1.7	0	-4	0	2	-2	3	0
[7] O=C(CCCCn1c(=O)[nH]c2ccccc2c1=O)NCCc1c[nH]c2ccccc12
 : 5	0.0	1	-2	0	7	-9	0	-6
[8] CC(C)C(NC(=O)C1CCCCC1)C(=O)Nc1ccccn1 (centres undefined)
 : -1	1.9	-4	5	-12	4	0	0	-9
[9] CC(=O)C1=C(C)NC(SCc2ccc(C#N)cc2)=C(C#N)C1c1ccco1 (centres undefined)
 : 1	0.2	0	-3	-21	6	-8	4	0
[10] Cn1cccc1CC(=O)N/N=C\c1ccccc1
 : 8	-2.1	0	-1	3	6	0	2	-4
[11] Cc1nonc1CN(C)C(=O)CC1C(=O)NCCN1Cc1ccccc1C(F)(F)F (centres undefined)
 : 9	-0.3	-2	1	3	9	-10	-2	1
[12] Cn1c(=O)c2c(ncn2CC(=O)NCc2cccnc2)n(C)c1=O
 : -1	0.1	-2	0	-20	2	-8	2	-9
[13] O=C(NC1CC1)C1CCCN(C(=O)NC2CCCCC2)C1 (centres undefined)
 : 10	-0.1	4	1	16	-2	3	2	-8
[14] Cc1oc(-c2ccc3c(c2)OCCO3)cc1C(=O)O
 : 3	-0.3	-2	-12	1	3	-3	3	-6
[15] CN(CCOc1ccccc1)C(=O)c1ccc(OC2CCN(C(=O)C3CC3)CC2)cc1
 : 4	1.0	3	-9	-9	8	-1	0	0
[16] O=c1c(Cc2ccc(Cl)cc2)c(O)ccn1Cc1ccccc1
 : 5	0.8	3	-21	5	1	-3	0	2
[17] Cc1ccccc1OCCCCn1cnc2ccccc21
 : 6	0.9	-2	-10	-6	5	-4	0	21
[18] Cc1ccc(OCC(=O)N(C)Cc2ccccc2)c([N+](=O)[O-])n1
 : 4	1.1	4	-20	-16	-4	-6	2	-3
[19] CC(Oc1ccc(Cl)cc1)c1ccn[nH]1 (centres undefined)
 : -1	1.5	-3	3	-6	-1	-5	-1	13
[20] CCCOc1ccc(-c2c(C(=O)N/N=C/c3ccc(C)cc3)nnn2-c2nonc2N)cc1
 : 3	2.0	2	1	9	/	-24	1	16

# The final 3 entries of the part above come first, to join the parts.
# Every second line gives: BaF3 tox	S1P4 ag	Ba/F3 V617F tox	S1P4 antagonist	NPY-Y1 PAM-ag	NPY Y1 blocker	RBBP9 inhibitor	Runt-CBFb FRET	NPY2 pot ag
[18] Cc1ccc(OCC(=O)N(C)Cc2ccccc2)c([N+](=O)[O-])n1
 : 4	1.1	4	-20	-16	-4	-6	2	-3
[19] CC(Oc1ccc(Cl)cc1)c1ccn[nH]1 (centres undefined)
 : -1	1.5	-3	3	-6	-1	-5	-1	13
[20] CCCOc1ccc(-c2c(C(=O)N/N=C/c3ccc(C)cc3)nnn2-c2nonc2N)cc1
 : 3	2.0	2	1	9	/	-24	1	16
[21] COc1ccccc1NC(=O)c1ccc(Cl)c(S(=O)(=O)N2CCOCC2)c1
 : -2	0.7	-3	-11	-6	5	2	-2	0
[22] N#Cc1c(Nc2ccc(F)cc2)sc(C(=O)c2ccccc2)c1N
 : 4	-0.5	4	-8	-19	-8	1	2	-2
[23] CC(=O)c1ccc(N2CCC(c3cc(-c4ccc(Cl)cc4Cl)n[nH]3)CC2)c([N+](=O)[O-])c1
 : 9	-1.9	-3	3	43	-7	-12	0	33
[24] O=C(c1ccc(F)cc1)N1CCN(c2cc(=O)[nH]nc2-c2ccccc2)CC1
 : 7	-0.2	-4	-3	-3	-3	5	-2	-2
[25] Nc1ccc(C#Cc2ccccc2)cc1
 : 5	-1.0	-3	-1	8	-2	-5	0	3
[26] COc1cc(OC)cc(C(=O)Nc2ccc(S(=O)(=O)Nc3nc(C)cc(C)n3)cc2)c1
 : 4	0.0	0	-22	20	8	-11	2	4
[27] O=C(/C=C/c1ccc(Cl)cc1Cl)c1cccnc1
 : 5	0.8	4	47*	-9	2	-13	-1	3
[28] Cc1ccc(-n2nc(-c3ccco3)cc2C(=O)O)c(C)c1
 : 12	-1.9	2	-24	-31	5	-8	31	-3
[29] CCOc1cc(/C=C\[N+](=O)[O-])ccc1OCC(=O)N1CCOCC1
 : 4	-2.4	1	10	-1	-3	-3	3	-4
[30] O=S1(=O)CCC(NC(=S)NC2CCS(=O)(=O)C2)C1 (centres undefined)
 : 39*	-3.1	52*	-12	21	-5	-7	1	-5
[31] O=C1OCC(c2ccccc2)=C1c1ccc(S(=O)(=O)N2CCOCC2)s1
 : -1	-1.1	-5	3	8	0	-7	-1	10
[32] O=C(CC1C(=O)NCCN1Cc1ccoc1)NCCc1ccc(Cl)cc1 (centres undefined)
 : 3	0.5	-2	-15	19	4	-4	6	-7
[33] O=C1c2ccccc2OCOc2ccccc21
 : 4	0.1	2	5	8	-1	-3	-1	13
[34] Cc1ccc(C(=O)OCc2cc3ccccc3[nH]c2=O)cc1
 : 4	0.4	-2	-13	-50	5	-5	-2	-8
[35] Cc1ccc(CNC(=O)Cn2cnc3cc([N+](=O)[O-])ccc3c2=O)cc1
 : 6	3.0	-1	-4	3	1	-7	1	-18
[36] Cc1ccc(S(=O)(=O)N2CCC(=O)N(CCOCc3cccc(F)c3)CC2)cc1
 : 5	1.3	3	-3	-23	7	-7	-5	1
[37] C=CCc1cc(C)ccc1OCCCC(C(=O)OCC)C(=O)OCC
 : 9	3.7	4	2	-26	-2	-5	-10	5
[38] CCOC(=O)N1CCC(N(CCN(C)C)C(=S)Nc2ccccc2Cl)CC1
 : 3	-0.7	-1	-6	3	-2	-5	0	8
[39] CCN(CC)S(=O)(=O)c1ccc(NN=C2CCN(C(C)C)CC2)c([N+](=O)[O-])c1
 : -2	-1.5	-5	-7	27	/	1	-3	4
[40] Cc1coc(C)c1C(=O)CC1(O)C(=O)Nc2cc(Cl)cc(Cl)c21 (centres undefined)
 : 5	1.1	-1	-9	18	0	2	1	-13
[41] CCOC(=O)CSc1nnc(-c2ccco2)n1-c1ccc(C)cc1
 : 7	0.3	-1	11	-8	0	-3	1	3
[42] COc1ccc(NC(=O)CSc2cc(C(=O)c3nccn3C)c3ccccc3n2)cc1
 : 5	-1.1	0	-3	-14	17	-6	1	-16
[43] NC(=O)CSc1nnc(CNc2cccc(Cl)c2)n1CCc1ccccc1
 : 5	2.5	1	3	29	-6	1	-2	20
[44] COc1ccc(OCCSc2nc(C)c(Cc3ccccc3)c(=O)[nH]2)cc1
 : 0	-0.2	-2	12	4	9	-1	-4	19
[45] COc1ccccc1NC(=O)c1ccc(-n2cccn2)c([N+](=O)[O-])c1
 : 3	-0.9	0	8	-4	1	-8	-1	-6
[46] CCCn1cnc2c(sc3nc4c(cc32)CSC(C)(C)C4)c1=O
 : -1	2.1	-5	6	1	-6	3	-4	3
[47] N#Cc1ccccc1Sc1ccccc1C(=O)OCc1nnc(-c2ccccc2)o1
 : 5	-1.1	2	-15	-20	8	-9	-1	-5
[48] CCOC(=O)c1sc2nc3n(c(=O)c2c1C)CCC3
 : 1	0.4	-2	3	22	-4	-5	-2	8
[49] O=C(O)CN1C(=O)CC(Cc2ccccc2)C1=O (centres undefined)
 : -2	-2.9	-5	-10	-5	-1	3	-1	1
[50] CCOC(=O)Nc1sc(C)c(C)c1C(N)=O
 : 6	1.0	-1	-17	15	4	-2	0	-8
[51] CCCCC1(C)NC(=S)N2N1C(=S)NC2(C)CCCC (centres undefined)
 : -1	0.3	-2	0	4	/	-5	6	20
[52] CCCCn1c(N)c(N(CC)C(=O)CSc2nnnn2-c2cc(C)ccc2C)c(=O)[nH]c1=O
 : 3	0.0	-3	-31	6	5	-2	-1	-9
[53] CCCCC(=O)NNC(=S)NC(=O)C(c1ccccc1)c1ccccc1
 : 7	2.3	-2	-26	2	1	-9	5	-7
[54] CCCc1cc(C(=O)OC)c(NC(=O)OCC)s1
 : 4	1.0	1	-2	12	-6	-7	0	8
[55] CCn1c(C(=O)Nc2ccsc2C(=O)OC)cc2sc(Cl)cc21
 : 2	0.1	-3	-20	-4	7	0	-3	6
[56] CCn1c(Cn2nnc(-c3ccccc3)n2)nnc1SCC(=O)Nc1cccc(C(C)=O)c1
 : -2	-0.5	-2	1	1	-8	-5	-1	20
[57] COc1ccc(-n2ccnc2SCC(=O)NCc2ccco2)c(OC)c1
 : 11	0.1	3	15	-21	1	-4	-1	-14
[58] O=C(CNC(=O)C1CCCCC1)Nc1ccccc1Cl
 : 10	-0.2	3	-1	-9	-4	-3	-1	-6
[59] O=C(Nc1ccc2c(c1)CCC2)c1cnccn1
 : 0	2.0	-2	-7	-7	0	-6	1	6
[60] Cc1ccc(S(=O)(=O)N2CCN(CC(=O)N/N=C/c3cc([N+](=O)[O-])ccc3Cl)CC2)cc1
 : 7	-1.6	0	-35	20	2	-10	-1	18
[61] CCNC(=S)Nc1ccc2cn[nH]c2c1
 : 1	1.2	-2	-13	18	0	-6	29	8
